Bioassay records: PubChem, Fisher Drug Discovery Resource Center
NPYLR7 agonist – activates Aedes aegypti NPYLR7 receptor. HEK293T NPYLR7/Galpha15, GCaMP6s calcium fluorescence. activation, % at 10 µM. hit rate 0.15% among 270,000. AID 1259423; in the data active means activation above about 40%;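 further: 0% = vehicle and 100% = reference agonist at the receptor; some compounds past the cut are filed as inactive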
hcGAS inh – inhibitors of human cGAS; hit rate 0.081% among 290,000; recombinant h-cGAS, ATP depletion, Kinase-Glo luminescence; inhibition, % at 12.5 µM; Q8N884;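 further: 0% = vehicle reaction and 100% = reaction without DNA for no activity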
Target sequence (Q8N884 whole entry, looked up): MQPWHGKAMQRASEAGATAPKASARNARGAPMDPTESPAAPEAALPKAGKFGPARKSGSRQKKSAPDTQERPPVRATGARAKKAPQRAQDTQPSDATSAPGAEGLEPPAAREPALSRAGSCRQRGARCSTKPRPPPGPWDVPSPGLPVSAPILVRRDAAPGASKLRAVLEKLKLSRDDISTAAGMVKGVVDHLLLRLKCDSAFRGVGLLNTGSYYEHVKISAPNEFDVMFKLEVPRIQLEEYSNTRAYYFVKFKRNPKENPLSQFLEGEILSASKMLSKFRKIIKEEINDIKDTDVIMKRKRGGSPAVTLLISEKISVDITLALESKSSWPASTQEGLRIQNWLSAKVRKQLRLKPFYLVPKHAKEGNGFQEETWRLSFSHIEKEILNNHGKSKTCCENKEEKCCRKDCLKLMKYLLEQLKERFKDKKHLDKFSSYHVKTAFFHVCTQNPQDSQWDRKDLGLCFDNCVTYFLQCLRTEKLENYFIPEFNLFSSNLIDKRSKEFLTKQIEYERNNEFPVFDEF
mcGAS inh – blocks mouse cGAS activity | Q8C6L5 | recombinant cGAS, Kinase-Glo ATP depletion luminescence | inhibition, % at 12.5 µM | hit rate 0.15% among 160,000 | AID 1259399;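 further: 0% = negative control wells and 100% = reference inhibitor with no enzyme activity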
Numbers without * were called inactive; · = not tested or not shown; & = joins results of further samples. Unless noted, no stated cut-off is given here; in the data, active means inhibition above about 40%; inactive means the rest.

SMILES	NPYLR7 agonist	hcGAS inh	mcGAS inh
CC(=O)[C@@H]1C[C@H](CC(=O)N2CCN(c3ccccc3Cl)CC2)C1(C)C	0	3	4
COc1cc(CO)c(-c2c[nH][nH]c2=O)cc1OC	4	0	-1
CC(C)Cn1nc(C(=O)O)c2c1CCN(C(=O)C(C)N1CCN(C)CC1)C2 (centres undefined)	-5	-9	-13
Cc1ccccc1-c1nc2c(C)cccn2c1NC1CCCCC1	1	5	0
COC(=O)C1=C(C)OC(=N)C(C#N)C1c1ccccc1I (centres undefined)	-13	9	8
COc1ccc2[nH]cc(C3CCN(C(=O)c4cc(-c5ccc(Cl)cc5)oc4C)CC3)c2c1	4	-5	-6
O=C(Nc1ccc(F)c(F)c1)N1CCc2ccccc2C1c1ccccc1Cl (centres undefined)	-2	-6	-7
Cc1cccnc1NC(=O)CCc1c(C)nn(-c2nc(C)c(C)c(=O)[nH]2)c1C	12	-6	·
O=[N+]([O-])c1ccc(Cl)c2cccnc12	0	-4	·
CC(=O)NC1CCCN(C(=O)C2CC(=O)N(C)c3ccccc32)C1 (centres undefined)	10	-7	·
CC(=O)Nc1ccc(NC(=O)CSc2ccc(-c3sc(-c4cccnc4)nc3C)nn2)cc1	1	-3	·
O=C(CCN1CCSC1=O)Nc1ccccc1C(=O)NCC(F)(F)F	3	-7	-5
CCn1c(C)c(C(=O)CN(CCN2CCOCC2)S(=O)(=O)c2cccc(C(F)(F)F)c2)c(C)c1C(=O)OC	6	2	-3
Cc1cn2c3c(=O)n(Cc4ccc(Cl)cc4)c(=O)n(C)c3nc2n1CCO	10	-4	·
CC(C)CNc1ccc2c(n1)C(=O)N([C@H](C)C(=O)NCC(C)(C)C)C2	8	-12	·
Cc1nnc(NC(=O)N(C)CC2COc3ccccc3O2)s1 (centres undefined)	2	-8	·
CNC(C)c1cccs1 (centres undefined)	-1	-10	·
COCCNc1nccc2[nH]c(-c3cccc(C(C)C)c3)nc12	-6	-6	-7
O=C(COC(=O)C12CC3CC(CC(O)(C3)C1)C2)NC12CC3CC(CC(C3)C1)C2	1	0	-2
Cc1ccccc1N1CCC(N[C@@H]2COCC[C@@H]2OCC2CC2)CC1	·	-9	-6
Cc1nnc(SCCCNC(=O)c2cc3n(n2)CCN(C)C3)s1	12	-4	·
COCCOc1ccc(-c2cc(C)nc(N)n2)cc1	17	-4	·
CCOC(=O)c1c(C)c(S(=O)(=O)NC2CCC(C)CC2)c(C)n1C (centres undefined)	·	-14	-6
Cc1cc(Cl)ccc1Nc1nc(N2CC(C)OC(C)C2)nc2nccnc12 (centres undefined)	0	3	·
COc1cccc(CN2CC(C(=O)N3CCCN(c4ncccn4)CC3)CCC2=O)c1 (centres undefined)	18	-4	-10
Next section:
SMILES	NPYLR7 agonist	hcGAS inh	mcGAS inh
CCCC(C)NC(=O)C1CCCN(C(=O)C2CC23CCOCC3)C1 (centres undefined)	2	-8	·
CC1NC(=S)N(C(C)c2cccnc2)C1=O (centres undefined)	-2	0	·
Cc1cccc(C2C(C(=O)N3CCN(Cc4ccccc4)CC3)c3ccccc3C(=O)N2C2CC2)c1 (centres undefined)	·	-5	-5
CCOC(=O)C1CSC2(C(=O)Nc3ccccc32)N1C(=O)c1ccc(OC)cc1 (centres undefined)	5	-1	-4
Cn1cc(-c2nc(-c3ccc4c(c3)CCC4)cs2)cn1	7	-5	·
COc1ccccc1-c1cc2ccc(OC(C)=O)cc2oc1=O	-2	-2	13
Cc1nc2cc(F)ccc2cc1C(=O)NC1(C(=O)O)CCCCC1	-20	-4	·
CC(=O)c1sc2nc(CN3CCN(C(=O)C4CCCO4)CC3)[nH]c(=O)c2c1C (centres undefined)	10&1	-9&-8	-9
CCC(C)N(Cc1cccc(OS(=O)(=O)CC)c1)C(=O)c1cccc(OC)c1 (centres undefined)	0	-6	-4
Cn1c(C(=O)NC2CCCC2)cc2sc(Cl)cc21	4	-5	-4
CSc1ncc(CN2CCN(Cc3ccccc3F)C(CCO)C2)cn1 (centres undefined)	10	-5	·
CCOC(=O)Cn1c(N2CCCCC2)nc2c1c(=O)[nH]c(=O)n2C	-3	-2	·
O=C(Nc1ccc2c(c1)CN(C(=O)C#Cc1ccccc1)CC2)C1CCCO1 (centres undefined)	-1	-5&-7	-8
Cc1ccc(S(=O)(=O)NCCC(=O)N(C)CCN2CCOC2=O)c(C)c1	1	0	·
Cc1cccc(CN2CCN(S(=O)(=O)NCc3ccccc3)C(C)C2=O)c1 (centres undefined)	8	-6	·
COc1ccccc1-n1c(SCc2nc(C(=O)NCCc3ccccn3)cs2)nnc1-c1ccncc1	-2	-6	-4
Cc1ccc(CN(C)C(=O)c2onc3ccccc23)o1	14	-8	-12
C[C@@H](NC(=O)[C@@H]1C[C@@H](NS(=O)(=O)c2cccs2)CCN1C(=O)CSCC(=O)O)C(N)=O	-10	-2	-2
O=C(CSc1n[nH]c(=O)[nH]c1=O)N1CCOCC1	-2	0	-2
CCN(CCOc1cccc(C)c1)C(=O)c1cccc(C(C)=O)c1	11	-5	-17
COc1ccc(-c2c(C#N)c(N)nc(OC)c2C#N)cc1	-3	-1	-2
Cc1[nH]nc2c1C(c1cccc([N+](=O)[O-])c1)CC(=O)N2 (centres undefined)	7	-8	-7
CSc1ccc(CN(Cc2ccco2)C(=O)c2ccc(C)c([N+](=O)[O-])c2)cc1	-1	-4	-5
COc1cc(OC)cc(C(=O)N2CCSC2c2cc(OC)ccc2OC)c1 (centres undefined)	1	-1	-4
CCOC(=O)C1=C(C)N(C)C(=O)NC1c1cccc2ccccc12 (centres undefined)	4	-5	·
Next entries follow:
SMILES	NPYLR7 agonist	hcGAS inh	mcGAS inh
CC(C)c1[nH]n(-c2ccc(F)cc2)c(=O)c1C1=C(N2CCOCC2)C(=O)N(C2CCCCC2)C1=O	-4	-9	-9
COc1cccc(OC)c1OCc1nc(C(=O)O)cs1	31	4	·
CCN1CCN(C2CCNCC2)CC1	-8	-4	-8
O=C(c1csnn1)N1CCc2onc(-c3cccc(F)c3)c2C1	19	-8	·
CC(C)(C)NC(=O)c1ccc(C(=O)NS(=O)(=O)C2CCOCC2)cc1	-2	-7	-15
Cc1ccc2c(c1)c(C(=O)N1CCC3(CCCO3)CC1)nn2C	4	-3	-10
CCCN(Cc1cc(NS(=O)(=O)c2ccc(OC)cc2)ccc1N(C)C)C(=O)C(C)(C)C	6	-2	1
O=C(Cc1nc(-c2ccncc2)n[nH]1)NCc1ccco1	3	-12	-9
Cc1c(C(=O)Nc2cccc(Oc3ccccc3)c2)sc(=O)n1CC(=O)N(C)C	15	-1	·
Cc1ccc(NC(=O)c2ccc(-n3nc(C)cc3C)cc2)cc1	6	0	-4
Cc1ccc(Cc2nc(N3CCCN(C(=O)/C=C/c4ccccc4)CC3)c3c(-c4cccnc4)noc3n2)cc1	12	-4	-5
COCc1cc(N(C)CCc2ccc(OC)c(OC)c2)nc(SCc2ccc(C(=O)NCC3CCCO3)o2)n1 (centres undefined)	10	-12	-5
CCOc1nc(-c2cccc(F)c2)n(-c2ccc(NCC(C)O)cc2)n1 (centres undefined)	-1	-6	-6
Cc1cc(C)n(-c2ccc(NC(=O)NC3CC3c3cccc(F)c3)cc2F)n1 (centres undefined)	5	-8	·
COC(=O)COc1ccc2c(=O)c(-c3ccc4c(c3)OCCCO4)c(C)oc2c1	0	-4	-6
CC(=O)N1CCN(C(=O)c2nn(-c3ccc(C)c(F)c3)c(=O)n(Cc3cccc(Cl)c3)c2=O)CC1	-1	-2	-4
CCCOc1ccccc1OCc1nnc(C2CC2)o1	0	-10	·
CC(C)(C)c1ccc2[nH]c3c(c2c1)CC(NC(=O)CCN1CCCCC1)CC3 (centres undefined)	·	-11	-6
COc1ccccc1OCC(=O)NCc1nc(C(C)(C)C)cs1	-5	-2	·
Cc1nc(CC(=O)NC2CCCc3c2cnn3-c2ccc(F)cc2F)cs1 (centres undefined)	7	0	·
O=C(CSc1nc2ccccc2s1)Nc1cccc(C(F)(F)F)c1	0	0	-2
COc1ccccc1-c1cnn2c(C)c(C(=O)NCc3ccc(C)o3)cnc12	10	-3	-2
Cc1ccccc1C(CC(=O)O)c1cnc2c(C)cccn12 (centres undefined)	9	5	·
COc1ccc2oc(=O)n(C3CCN(C(=O)c4cncc(Br)c4)CC3)c2c1	17	-6	-7
CCn1c(=S)[nH]c2scc(-c3ccco3)c2c1=O	4	12	1

Overlap with the part before: six compounds, then new ones.
SMILES	NPYLR7 agonist	hcGAS inh	mcGAS inh
Cc1nc(CC(=O)NC2CCCc3c2cnn3-c2ccc(F)cc2F)cs1 (centres undefined)	7	0	·
O=C(CSc1nc2ccccc2s1)Nc1cccc(C(F)(F)F)c1	0	0	-2
COc1ccccc1-c1cnn2c(C)c(C(=O)NCc3ccc(C)o3)cnc12	10	-3	-2
Cc1ccccc1C(CC(=O)O)c1cnc2c(C)cccn12 (centres undefined)	9	5	·
COc1ccc2oc(=O)n(C3CCN(C(=O)c4cncc(Br)c4)CC3)c2c1	17	-6	-7
CCn1c(=S)[nH]c2scc(-c3ccco3)c2c1=O	4	12	1
Cc1oc(-c2ccccc2Cl)cc1C(=O)NC(C)C	-3	-7	-9
CC(=O)c1cccc(S(=O)(=O)N2CCC(C(=O)N3CCCc4ccccc43)CC2)c1	-4	-5	-7
Cc1ccc(NC(=O)Cn2nc3ccc(SC4CCCCC4)nn3c2=O)c(Cl)c1	0	-7	-8
CCCCC(O)=C1C(=O)CC(C)(C)CC1=NCCCCCC(=O)O	1	-4	·
COc1ccccc1C1=NN(C(=O)CN2CCCC2)C(c2ccccc2Cl)C1 (centres undefined)	21	-8	-6
COc1cc2c(cc1OC)CN(C1CCCN(C(=O)c3ccccc3Cl)C1)CC2 (centres undefined)	25	-7	-7
CNC(=O)CC1CCN(C(=O)NCc2cc(C(C)C)no2)CC1	0	-6	·
COCCNC(=O)NC(=O)CN(Cc1ccccc1)c1ccc(C)cc1	6	-3	·
COC(=O)c1sc(N)c(C(=O)OC)c1COC(=O)CCC1CCCCC1	4	-9	·
O=C(Nc1cc(Cl)ccc1N1CCOCC1)c1ccco1	11	-5	·
COc1ccc(-c2[nH]nc3c2C(c2cc(OC)c(O)c(OC)c2)C(C#N)C(=N)O3)cc1 (centres undefined)	3	-7	·
COc1ccc2c(c1)CCCC2CC(=O)NCc1c(C)noc1C (centres undefined)	2	-4	·
COc1ccc(-c2cn(-c3ccc(C(C)C)cc3)c(=S)[nH]2)cc1OC	-2	-1	·
COc1ccc(C(=O)N2CCSC23CCNCC3)cc1	16	-5	·
COc1cc(C)ccc1Oc1cc(N2CCNC(C)C2)ncn1 (centres undefined)	11	-9	·
Cc1cccc2oc(Cc3cccc(N)c3)nc12	-12	4	·
OC(CNc1cccc(F)n1)COCC1CC1 (centres undefined)	-2	-5	·
CC(C(=O)N1CCc2[nH]c3c(Br)cccc3c2C1)n1cncn1 (centres undefined)	-6	-9	-9
CO/N=C(/C(=O)NC1C(=O)N2C(C(=O)OCOC(=O)C(C)(C)C)=C(/C=C\c3scnc3C)CSC12)c1csc(N)n1 (centres undefined)	5	-2	·
COc1ccc(NC(=O)Nc2ccc(Nc3cc(-n4ccnc4)ncn3)cc2)cc1Cl	-12	-4	-10
N#CC1C(=N)Oc2cc(N)ccc2C1c1ccc(Cl)cc1Cl (centres undefined)	6	-7	·
CCOC(=O)C1(Cc2ccccc2Cl)CCN(C(=O)c2cc(OC)ccc2OC)CC1	11	-4	·
O=C1NCCN2CCN(Cc3cc(CN4CCCCC4)cs3)CC12 (centres undefined)	·	-6	-13
COc1ccccc1CC(=O)N1CCOC(Cc2ccccc2)C1 (centres undefined)	-5	-3	1
CN(CCO)c1nc(N)c(C#N)c(CC#N)c1C#N	1	-8	·

Entries of single compounds from above:
Cc1ccc2c(c1)c(C(=O)N1CCC3(CCCO3)CC1)nn2C reads NPYLR7 agonist: 4; hcGAS inh: -3; mcGAS inh: -10
COc1ccc(NC(=O)Nc2ccc(Nc3cc(-n4ccnc4)ncn3)cc2)cc1Cl reads NPYLR7 agonist: -12; hcGAS inh: -4; mcGAS inh: -10

More compounds.
SMILES	NPYLR7 agonist	hcGAS inh	mcGAS inh
CC1CCC(N2CCC(N(C)C(=O)Nc3ccc(F)cc3F)CC2)CC1 (centres undefined)	-6	-8	-13
CN(C)/C=C1\CCn2cnc(=O)c(C#N)c21	8	-8	·
O=C(CN1CCN(c2ncccn2)CC1)Nc1cnc2n1CCCC2	4	-9	·
CCOc1ccc(-c2cc(C(=O)Nc3ccc(S(=O)(=O)NC(C)=O)cc3)c3ccccc3n2)cc1	-1	-1	-2
COC(=O)Cn1c(=NC(=O)c2ccn(C)n2)sc2ccccc21	7	2	-2
COc1ccc(C(=O)N2C[C@@H]3C[C@H](C2)c2ccc(NS(=O)(=O)c4ccc(OC)cc4)c(=O)n2C3)cc1	-8	-5	-8
COC(=O)c1nc2n(n1)-c1ccccc1S(=O)(=O)N2	13	57*	·
Cc1cc(C)c(Cn2c(CO)nc3ccccc32)c(C)c1	-8	-2	·
CC1=C(C(=O)NCc2snnc2C(C)C)C(C)NC(=O)N1 (centres undefined)	-3	-11	·
C1CCC(N2NC2C2NN2C2CCCCC2)CC1 (centres undefined)	-9	-3	·
COc1ccc(NC(=O)CNC(=O)CN(Cc2ccc(F)cc2)C(=O)c2cc(OC)cc(OC)c2)cc1	-5	-5	-6
COc1cc(OC)cc(C(=O)Nc2nc3ccc(OC)cc3s2)c1	5	-8	·
